From PubChem
HTR5A ag ctr: HTR5A agonism, opioid heterodimer counter-screen; activation, % at 9.3 µM; 340,000 tested, 0.61% active; AID 504692; HTR5A agonist assay, luminescence, cell-based; in the data active = activation mostly above about 9.5%, no sharp cut-off; inactive = mostly below about 7.6%;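 note: 0% = cells with vehicle only and 100% = reference agonist; strong numbers were not always called active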
HTR5A inv ctr: counter-screen for OPRM1-OPRD1 inverse agonists: human HTR5A inverse agonism; P47898; HTR5A cell line, luminescence; inhibition, % at 9.3 µM; 340,000 tested, 0.083% active; AID 504634; in the data active = inhibition mostly above about 23%, no sharp cut-off; inactive = mostly below about 18%;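 note: 0% = cells with DMSO and 100% = no-cell wells with DMSO; some compounds called inactive have numbers as strong as hits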
AddAB inh: less growth of phage-infected E. coli with AddAB. inhibition, % at 11.9 µM. AID 435030. E. coli expressing H. pylori AddAB, absorbance growth. 330,000 tested, 0.29% active; in the data active = inhibition above about 12%;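 note: 0% = vehicle wells of infected cells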
E coli growth: bacterial growth inhibition, counter-screen for AddAB inhibitors; E. coli V3065 growth, OD600 absorbance, 18 h; inhibition, % at 11.9 µM; 330,000 tested, 0.27% active; AID 449728;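 active = inhibition above the campaign's mean inhibition across all tested compounds plus 3 SD, cut at about 9.9% in these data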;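 note: uninfected addAB+ strain grown without phage in ampicillin broth; 0% = DMSO wells and 100% = ciprofloxacin 0.95 µg/ml wells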
Pemphigus Ab inh: human desmoglein-3 autoantibody binding inhibition; P32926; DSG3-coupled beads, scFv-anti-DSG3-GFP binding, flow cytometry; hits give low values; binding (percent of control), % at 10 µM; 310,000 tested, 0.48% active;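 active = binding more than 3 SD below its plate's average and above zero; inconclusive = below that plate limit but binding exactly zero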;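 note: hits lower antibody fragment binding to DSG3; some compounds called inactive have numbers as strong as hits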
phage Ecoli inh: E. coli growth loss with phage present. growth absorbance. inhibition, % at 11.9 µM. 360,000 tested, 0.26% active; in the data active = inhibition above about 11%
OPRM1-OPRD1 inv: mu-delta opioid heterodimer inverse agonism | 340,000 tested, 0.21% active | P35372+P41143 | cell-based MOR-DOR heterodimer luminescence | inhibition, % at 9.3 µM; in the data active = inhibition above about 22%, passing the limit was not always enough;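 note: 0% = cells with DMSO and 100% = wells without cells with DMSO; values of inactives mirror those of a sister screen read the other way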
Target sequence (P35372 whole entry, looked up): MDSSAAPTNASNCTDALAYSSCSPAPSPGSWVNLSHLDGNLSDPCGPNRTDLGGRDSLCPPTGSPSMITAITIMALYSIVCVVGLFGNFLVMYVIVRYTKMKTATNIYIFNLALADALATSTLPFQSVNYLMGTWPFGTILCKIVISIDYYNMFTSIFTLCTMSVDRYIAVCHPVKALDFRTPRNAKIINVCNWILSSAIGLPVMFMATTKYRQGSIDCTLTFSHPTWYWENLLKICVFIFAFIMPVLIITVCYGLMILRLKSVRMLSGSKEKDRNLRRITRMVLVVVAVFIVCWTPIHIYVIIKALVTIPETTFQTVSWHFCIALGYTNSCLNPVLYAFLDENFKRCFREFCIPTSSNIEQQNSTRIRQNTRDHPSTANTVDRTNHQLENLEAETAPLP
Target sequence (P41143 whole entry, looked up): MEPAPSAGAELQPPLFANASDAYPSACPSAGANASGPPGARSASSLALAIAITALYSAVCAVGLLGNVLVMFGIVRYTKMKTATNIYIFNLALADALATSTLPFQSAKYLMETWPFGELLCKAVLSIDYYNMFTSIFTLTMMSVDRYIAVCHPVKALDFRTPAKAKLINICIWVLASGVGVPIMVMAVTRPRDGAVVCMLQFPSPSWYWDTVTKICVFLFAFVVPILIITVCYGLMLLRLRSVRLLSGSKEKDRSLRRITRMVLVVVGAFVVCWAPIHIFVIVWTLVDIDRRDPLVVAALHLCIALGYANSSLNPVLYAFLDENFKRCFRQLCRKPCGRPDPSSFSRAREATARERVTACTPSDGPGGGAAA
Mot1-301 SUMO: inhibitors of SUMOylation pathway: yeast Mot1-301 growth rescue; 320,000 tested, 1% active; S. cerevisiae Mot1-301 growth rescue, ATP luminescence, 38.5C; percent above DMSO median, 100 means doubled; growth rescue, % at 18.8 µM;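 active = every valid replicate shows activation above 250% relative to neutral control wells; inactive = the rest, any valid replicate at or below 250%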;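 note: OY570 slx delta 5 strain wells were the positive control but not used for scaling; some compounds called inactive have numbers as strong as hits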
PfHsp90 set2: reduces growth (ATP signal) of yeast expressing P. falciparum Hsp90 | 310,000 tested, 0.32% active | inhibition, % at 9.4 µM | S. cerevisiae expressing PfHsp90, BacTiter-Glo ATP, 48 h; yeast lacking PDR1 and PDR3 efflux regulators;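 active = every replicate shows inhibition above about 80%, whatever the replicate mean, limit read from the data; inconclusive = mean inhibition reaches the set limit but some replicate falls short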;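 note: 0% = DMSO neutral controls and 100% = 20 µM radicicol positive controls; yeast relying on Plasmodium falciparum Hsp90 in place of its own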
PKA-R1A act: activators of PKA-R1A complex | activation, % at 11.4 µM | 340,000 tested, 0.083% active | PKA-R1A dissociation, Cy5-IP20 fluorescence polarization; scaled: DMSO 0%, 113 µM cGMP 100%;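 active = percent activation above the mean of all tested compounds plus 3 SD, cut at about 19% in these data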;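 note: higher means more PKAc released from R1A so a rise in polarization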
MOR-DOR ag: OPRM1-OPRD1 heterodimerization agonism. activation, % at 9.3 µM. P35372+P41143. cells, luminescence. 340,000 tested, 0.3% active; in the data active = activation above about 18%;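 note: 0% = vehicle-treated cells and 100% = reference agonist; values of inactives mirror those of a sister screen read the other way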
* = called active by the depositor; ? = inconclusive; nt = not tested or not shown.

SMILES	HTR5A ag ctr	HTR5A inv ctr	AddAB inh	E coli growth	Pemphigus Ab inh	phage Ecoli inh	OPRM1-OPRD1 inv	Mot1-301 SUMO	PfHsp90 set2	PKA-R1A act	MOR-DOR ag
O=Cc1cn(-c2ccccc2)nc1-c1cccnc1	-1.3	3.6	-0.1	0.3	103.1	-3.0	7.1	-17.7	1.0	8.4	-1.4
COc1ccc(C(=O)Nc2ccc(CN3CCOCC3)cc2)cc1Br	-0.4	-38.3	nt	nt	100.1	5.0	7.9	68.5	15.7	-8.4	-1.6
CCOC(=O)C1=C(C)NC(=S)N(C(C)=O)C1c1ccc(Cl)cc1 (stereo not given)	0.2	14.4	1.4	-1.3	105.0	2.2	-10.7	-16.5	-11.7	-10.4	1.8
Cc1cc(C)c(OCC(=O)OCC(=O)N2CCc3ccccc3C2)c(C)c1	-1.6	4.9	-0.3	0.3	98.1	-1.0	-8.8	3.4	16.4	7.0	1.4
COc1ccc(CN2CCCC(C(=O)c3ccc(Cl)cc3)C2)cc1Cn1cncn1 (stereo not given)	-3.8	10.6	-3.7	-1.7	96.0	1.8	-52.0	-16.1	18.3	-5.2	9.4
O=C(CCC(NC(=O)OCc1ccccc1)C(=O)OCC(=O)N1CCCCC1)OCC(=O)N1CCCCC1 (stereo not given)	-0.4	2.9	2.8	1.7	101.9	3.0	4.7	nt	-16.2	8.7	-0.9
O=C(Nc1ccccc1Cl)N1CCN(c2ccccn2)CC1	6.0	-16.4	-1.0	1.2	98.2	3.6	-1.4	499.9	11.4	-2.0	0.3
Cc1cc(C)n2nc(SCc3ccccc3)nc2n1	3.3	-10.3	0.4	-0.3	110.3	2.4	6.8	3.0	0.4	-1.9	-1.3
NS(=O)(=O)c1ccc(-c2ccc(C=NC3CCS(=O)(=O)C3)o2)cc1 (stereo not given)	2.5	-6.7	-0.4	-1.7	100.0	2.3	4.5	-10.5	nt	0.6	-0.9
CCc1nc(N=Nc2c(O)[nH]c3ccccc23)c2c3c(sc2n1)CCC3	0.6	-1.7	-0.7	-0.6	110.9	3.4	-3.6	-1.3	0.9	-4.3	0.7
CC(C)(C)n1nnnc1C(c1cccc(C(F)(F)F)c1)N1CCC(O)CC1 (stereo not given)	9.0	-7.2	2.4	2.8	104.5	4.9	14.2	nt	10.3	-1.4	-2.8
CCN(CC(=O)Nc1cc(Cl)ccc1C)C(=O)CSCc1ccc(C)cc1	4.5	-29.4	0.5	4.2	99.7	-0.1	-14.0	20.7	-0.4	1.0	2.2
CCOC(=O)C1CCN(C(=O)c2ccccc2)C(CC)C1=O (stereo not given)	-3.8	14.7	nt	nt	nt	1.9	13.6	nt	13.7	3.0	-2.8
Cc1cc(N2CCN(C(=O)c3cccs3)CC2)c(F)cc1[N+](=O)[O-]	5.2	-17.7	1.6	-4.0	102.3	2.3	3.3	26.4	-7.2	-5.6	-0.7
Cc1ccc(CNC(=O)CN(C2CCCCC2)S(C)(=O)=O)cc1	-3.3	-6.8	1.1	-3.4	nt	0.5	13.3	-1.6	-20.0	-6.5	-2.2
CN1c2ccccc2C(C)(C)C12C=Nc1c(cc(N3CCOCC3)c3ccccc13)O2 (stereo not given)	-2.4	12.7	nt	nt	102.2	3.8	-45.2	nt	-24.9	-2.0	8.6
Cc1ccc2nc(SC(C(=O)Nc3ccc(F)cc3)c3ccccc3)[nH]c2c1 (stereo not given)	6.1	-4.0	1.7	1.7	80.9	2.5	-119.0	-2.9	-1.2	-11.7	23.5*
CC(C)c1ccc(N(CC(=O)NCC2CCCO2)C(=O)CCC(=O)Nc2nccs2)cc1 (stereo not given)	2.7	-11.8	3.7	0.2	100.5	0.0	2.1	-3.1	-29.3	14.7	-0.4
O=c1cc(O)c2sc(Nc3ccc(F)c(Cl)c3)nc2[nH]1	nt	nt	-1.2	-2.7	107.1	3.3	nt	-18.4	-37.9	nt	nt
CC1=CC(C)(C(Cl)Cl)C(C)=CC1=O (stereo not given)	1.0	15.5	-0.7	-1.2	73.8	1.1	6.6	8.1	5.5	-0.5	-1.3
Cc1ccc([N+](=O)[O-])c(OCCCN2CCC(Cc3ccccc3)CC2)c1	-2.9	10.6	3.8	2.5	92.7	0.1	-18.3	1.5	-13.6	-9.4	3.9
CC(OC(=O)C1CC1)C(=O)Nc1cc(C(F)(F)F)ccc1Cl (stereo not given)	-5.0	-2.3	0.9	-1.0	99.8	4.0	-2.5	6.1	-7.5	10.4	0.5
COc1ccc2nc(Nc3nc(-c4cc5ccccc5oc4=O)cs3)sc2c1	-0.1	14.2	1.7	2.6	88.6	3.1	-5.1	12.2	11.3	-12.6	1.1
COCCN(C(=S)Nc1ccc(OC)c(Cl)c1)C1CCN(C(C)C)CC1	2.3	-37.3	0.3	-0.2	nt	3.7	-1.8	nt	-2.9	0.6	0.4
O=C(NNC(=S)NC1CCCCC1)c1cccs1	-3.8	-13.6	1.3	-0.9	96.0	4.0	7.6	2.7	14.6	-0.2	-1.4
Cc1oc2ccc(OCc3ccccc3F)cc2c1C(=O)O	3.9	-5.8	-0.6	-0.1	99.5	2.4	7.5	4.4	3.1	-1.5	-1.4
CCNc1nc(C)nc2c1cnn2C	-5.4	19.4	nt	nt	93.1	2.7	13.2	nt	nt	-0.4	-2.5
Cc1cccc(NC(=S)NC2CC3CCCC(C2)N3CC(C)C)c1C (stereo not given)	-3.4	-9.9	-1.0	-1.4	nt	1.4	-6.7	0.8	12.5	8.6	1.1
CCOc1ccc(N2C(=O)CC(NCc3ccc(F)cc3)C2=O)cc1 (stereo not given)	6.4	-22.7	2.9	-0.8	100.2	1.7	14.5	-22.7	16.4	-16.2	-2.7
COc1ccc(CCNC(=O)c2cc3cccc(OC)c3oc2=O)cc1OC	-0.5	1.9	3.2	0.0	105.7	1.8	13.5	-25.4	-9.0	0.1	-2.7
O=C(Nc1ccccc1)c1sc2cc(C(F)(F)F)cnc2c1-c1cccs1	2.6	-16.0	6.3	-0.9	107.6	0.9	-2.8	47.1	-0.9	-1.0	0.7
Cc1ccc2c(c1)c1ccc3c(c1n2C)C(=O)C=CC3=O	4.5	-16.2	nt	nt	84.5	1.0	-23.7	nt	?	-10.0	5.3
CCOc1ccc2oc(C(=O)N(C)CC(=O)Nc3ccc(OCC)c(OCC)c3)c(C)c2c1	-2.8	7.3	-0.2	0.3	104.5	0.1	-1.8	-10.2	-28.3	-1.1	0.3
CCOC(=O)/C(C#N)=C/Nc1ccccc1NS(=O)(=O)c1ccc(C)c(C)c1	-5.0	8.7	2.9	-1.2	89.6	2.8	7.2	80.7	-4.4	-4.2	-1.4
Fc1ccc2c(c1)C(c1ccncc1)=NNC(c1ccc(Br)cc1)=N2	0.0	18.6	1.2	-3.1	106.3	1.6	-6.9	195.3	-0.2	7.8	1.3
CSCCC(NC(=O)c1ccccc1)C(=O)N/N=C(\C)c1ccccc1 (stereo not given)	0.6	24.3	2.8	0.6	120.4	3.8	0.4	7.1	30.4	-1.5	-0.1
O=C(O)CCCn1c(=O)c2cccn2c2ccc(F)cc21	0.4	-1.5	nt	nt	104.3	-2.8	22.4	-5.7	-0.7	-5.5	-5.0
Cc1ccc(-n2cc3c(-c4cccc(Br)c4)nnc(C)c3n2)cc1	7.6	-21.4	0.7	-2.9	100.2	1.1	9.6	-21.7	4.7	-2.0	-1.9
COCCNC(=O)CSc1nc2ccccc2c2nc(C)nn12	13.9	-37.4	-2.2	-2.7	nt	3.3	-6.4	11.0	8.9	-3.4	1.1
O=C(c1cc2nc(-c3ccccc3)cc(C(F)(F)F)n2n1)N1CCN2CCCC2C1 (stereo not given)	0.0	-1.2	4.8	0.1	98.2	-0.6	9.4	25.4	16.2	-7.8	-1.5

Not a retest: 10 of the compounds above.
SMILES	HTR5A ag ctr	HTR5A inv ctr	AddAB inh	E coli growth	Pemphigus Ab inh	phage Ecoli inh	OPRM1-OPRD1 inv	Mot1-301 SUMO	PfHsp90 set2	PKA-R1A act	MOR-DOR ag
O=C(Nc1ccccc1)c1sc2cc(C(F)(F)F)cnc2c1-c1cccs1	2.6	-16.0	6.3	-0.9	107.6	0.9	-2.8	47.1	-0.9	-1.0	0.7
Cc1ccc2c(c1)c1ccc3c(c1n2C)C(=O)C=CC3=O	4.5	-16.2	nt	nt	84.5	1.0	-23.7	nt	?	-10.0	5.3
CCOc1ccc2oc(C(=O)N(C)CC(=O)Nc3ccc(OCC)c(OCC)c3)c(C)c2c1	-2.8	7.3	-0.2	0.3	104.5	0.1	-1.8	-10.2	-28.3	-1.1	0.3
CCOC(=O)/C(C#N)=C/Nc1ccccc1NS(=O)(=O)c1ccc(C)c(C)c1	-5.0	8.7	2.9	-1.2	89.6	2.8	7.2	80.7	-4.4	-4.2	-1.4
Fc1ccc2c(c1)C(c1ccncc1)=NNC(c1ccc(Br)cc1)=N2	0.0	18.6	1.2	-3.1	106.3	1.6	-6.9	195.3	-0.2	7.8	1.3
CSCCC(NC(=O)c1ccccc1)C(=O)N/N=C(\C)c1ccccc1 (stereo not given)	0.6	24.3	2.8	0.6	120.4	3.8	0.4	7.1	30.4	-1.5	-0.1
O=C(O)CCCn1c(=O)c2cccn2c2ccc(F)cc21	0.4	-1.5	nt	nt	104.3	-2.8	22.4	-5.7	-0.7	-5.5	-5.0
Cc1ccc(-n2cc3c(-c4cccc(Br)c4)nnc(C)c3n2)cc1	7.6	-21.4	0.7	-2.9	100.2	1.1	9.6	-21.7	4.7	-2.0	-1.9
COCCNC(=O)CSc1nc2ccccc2c2nc(C)nn12	13.9	-37.4	-2.2	-2.7	nt	3.3	-6.4	11.0	8.9	-3.4	1.1
O=C(c1cc2nc(-c3ccccc3)cc(C(F)(F)F)n2n1)N1CCN2CCCC2C1 (stereo not given)	0.0	-1.2	4.8	0.1	98.2	-0.6	9.4	25.4	16.2	-7.8	-1.5

Going on with the list:
SMILES	HTR5A ag ctr	HTR5A inv ctr	AddAB inh	E coli growth	Pemphigus Ab inh	phage Ecoli inh	OPRM1-OPRD1 inv	Mot1-301 SUMO	PfHsp90 set2	PKA-R1A act	MOR-DOR ag
CC(=O)Nc1ccc(N/C=C/C(=O)c2ccc(Br)cc2)cc1	-1.5	4.0	2.3	0.2	108.3	nt	9.5	15.5	-4.5	-0.7	-1.9
COc1ccc(C2=NNC(c3cccnc3)=Nc3ccccc32)cc1	-0.6	9.9	1.6	1.1	80.6	3.3	9.4	-7.9	25.4	-1.5	-1.9
O=C(NN1C(=O)c2ccccc2C1=O)C1C2CCCCC21 (stereo not given)	-4.2	10.6	2.3	-1.2	100.4	4.2	-0.3	196.6	0.3	8.2	0.1
O=C(NCc1cccnc1)c1ccc(COc2cccc3ccccc23)o1	1.9	21.3	-1.0	-1.3	113.7	3.5	1.7	8.8	-14.5	6.2	-0.3
Cc1ccc(-c2ccc3nnc(SCC(=O)NCC4CCCO4)n3n2)cc1 (stereo not given)	1.9	-7.4	-2.2	-1.1	92.7	5.0	19.7	-8.7	-4.5	-3.6	-3.7
